Screening data as filed in PubChem BioAssay.
ROC1-CUL1 inh: inhibitors of human ROC1-CUL1 ubiquitin ligase activity. P62877+Q13616. in vitro K48 di-Ub FRET, acceptor:donor ratio, 45 min. inhibition, % at 10 µM. hit rate 0.6% among 140,000; in the data active = inhibition above about 25%
Target sequence (P62877 whole entry, looked up): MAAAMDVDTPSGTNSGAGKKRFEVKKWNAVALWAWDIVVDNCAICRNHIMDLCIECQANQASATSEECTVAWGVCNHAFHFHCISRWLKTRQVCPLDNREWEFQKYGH
Target sequence (Q13616 whole entry, looked up): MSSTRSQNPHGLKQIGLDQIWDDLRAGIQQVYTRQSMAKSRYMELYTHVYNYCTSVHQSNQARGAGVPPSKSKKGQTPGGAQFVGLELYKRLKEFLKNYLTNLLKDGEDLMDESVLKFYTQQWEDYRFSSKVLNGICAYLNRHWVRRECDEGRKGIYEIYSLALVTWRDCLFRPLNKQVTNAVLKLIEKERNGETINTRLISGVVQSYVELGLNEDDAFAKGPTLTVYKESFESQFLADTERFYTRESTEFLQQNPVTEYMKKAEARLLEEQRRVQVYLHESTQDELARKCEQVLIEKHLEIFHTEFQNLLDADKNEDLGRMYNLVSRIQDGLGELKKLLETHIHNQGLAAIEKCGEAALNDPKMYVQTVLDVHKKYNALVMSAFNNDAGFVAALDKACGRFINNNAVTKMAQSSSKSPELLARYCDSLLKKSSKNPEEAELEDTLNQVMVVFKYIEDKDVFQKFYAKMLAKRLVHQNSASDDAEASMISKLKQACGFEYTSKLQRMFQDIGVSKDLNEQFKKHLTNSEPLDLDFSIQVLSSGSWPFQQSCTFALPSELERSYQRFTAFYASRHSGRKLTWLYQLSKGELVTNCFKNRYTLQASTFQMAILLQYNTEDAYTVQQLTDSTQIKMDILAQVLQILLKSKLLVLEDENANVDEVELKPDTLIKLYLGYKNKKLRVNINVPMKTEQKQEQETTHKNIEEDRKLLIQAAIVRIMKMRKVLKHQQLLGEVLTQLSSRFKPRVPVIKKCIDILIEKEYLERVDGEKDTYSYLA
* marks the source's active call; other numbers are inactive results. Only part of the results is shown; rates above refer to the full screens.

ROC1-CUL1 inh,Molecule
0,COc1ccc(N2CCN(C(CNC(=O)c3c(F)cccc3F)c3ccc4c(c3)OCO4)CC2)cc1 (stereo not given)
-13,Cc1ccc(C2=NN(C(=O)C3CCCO3)C(c3ccco3)C2)cc1 (stereo not given)
8,CN(C)S(=O)(=O)c1ccc2[nH]c(=O)[nH]c2c1
10,CCCCOc1c(Br)cc(/C=C2\N=C(C)OC2=O)cc1OCC
5,CCOC(=O)Cc1ccc(NC(=O)N2CCOc3ccc(C)cc32)cc1
7,COc1ccccc1N=P(N1CCOCC1)(C(C)(C)C)C(C)(C)C
0,CCN1CCN(CC(=O)NC2CCCC2)CC1
-6,O=C(c1ccccc1)N1C(=S)N(c2cccc(C(F)(F)F)c2)C(=Nc2ccccc2)C1=Nc1ccccc1
-4,CC(C)CC(=O)Nc1sc2c(c1C(=O)OC(C)C)CCCC2
-14,CCCCS(=O)(=O)N1CCCC(C(=O)N2CCSCC2)C1 (stereo not given)
2,CCn1ccnc1CNC1CCCc2nc(-c3ccccc3)ncc21 (stereo not given)
-9,CCC(C)C(=O)Nc1ccc(C)cn1 (stereo not given)
-15,CCOC(=O)c1sc2ccccc2c1S(=O)(=O)N1CCN(c2cccc(C)c2)C(C)C1 (stereo not given)
7,COc1ccc(S(=O)(=O)NCC2CCCN(C(=O)c3c(C)noc3C)C2)cc1 (stereo not given)
-5,O=C(N1CCOCC1)C12CC3CC(C1)CC(n1cnc(Br)n1)(C3)C2
5,CCN(CC)CC(O)Cn1c2c(c3cc(C)ccc31)CCCC2 (stereo not given)
11,CC(Nc1nc2nonc2nc1N1CCCC1)c1nccs1 (stereo not given)
5,C=CCOc1ccc(Cl)cc1CNC(C)(C)C
-7,CCCCCn1c(=O)[nH]c2cc(C(=O)Nc3cc(C)cc(C)c3)ccc2c1=O
4,O=C(CCC1(Cc2ccc3ccccc3c2)CCC(=O)N1)NC1CCCc2ccccc21 (stereo not given)
6,CCc1nn(CC(=O)NCCc2ccc(Cl)cc2)c(=O)c2cc3c(OC)cccc3n12
1,CCN1C(=O)C2NN=C(C(=O)c3nc(Cl)ccc3Cl)C2C1=O (stereo not given)
6,O=C1N(Cc2ccccc2)c2ccccc2C12OCCO2
-3,CCOc1ccc(-c2cc3c(=O)n(CC(=O)NCc4ccc(Cl)cc4)ccn3n2)cc1
-1,CCC(=O)Nc1ccc(-c2nnc(SCC(=O)Nc3nccs3)n2C)cc1
0,CCOC(=O)c1ccc(N2C(=O)c3c(Cl)c(Cl)c(Cl)c(Cl)c3C2=O)cc1
-11,Cc1ccc(S(=O)(=O)c2c(Nc3cc(F)ccc3F)sc(C(=O)c3ccc(F)cc3)c2N)cc1
-8,CC(C)c1ccc(-c2nc(C(N)=O)c3c(n2)n(-c2ccc4c(c2)OCO4)c(=O)n3C)cc1
6,Cc1cccc2cc3c(N)c(C(=O)NNC(=O)Cc4ccccc4)sc3nc12
-6,O=C1CC2(CCCc3ccccc32)C(=O)N1 (stereo not given)
-4,COc1ccc(OC)c(S(=O)(=O)N2CCC(C(=O)NCc3ccncc3)CC2)c1
6,O=C(CSc1nc2ccccc2[nH]1)Nc1ncc(-c2ccc(Br)cc2)s1
6,COc1cc(C(=O)NC2CCCCCC2)ccc1OC1CCN(C(C)=O)CC1
-6,O=C1OC(c2ccco2)=N/C1=C\c1cccc([N+](=O)[O-])c1
2,Cc1ccc(NC(=O)CCSc2nc(-c3ccc4c(c3)OCO4)cc(C(F)(F)F)n2)c(C)c1
-1,CCCCCCCn1c(Oc2ccccc2Cl)nc2c1c(=O)n(C)c(=O)n2C
0,O=C(Nc1cccc(O)c1)c1cc(-c2ccccc2)on1
5,O=C1C(=O)N(CCCN2CCOCC2)C(c2cccs2)C1C(=O)c1cc2ccccc2o1 (stereo not given)
8,O=c1[nH]c(-c2ccncc2)nc2sc3c(c12)CCCC3
80*,O=C1CC(=Nc2cccc3cc(S(=O)(=O)O)ccc23)c2ccccc2C1=O
5,CC(=O)c1cccc(NC(=O)CN2C(=O)c3ccccc3Sc3ncccc32)c1
3,COc1ccc(C(=O)CC(=O)c2ccc(F)cc2)cc1
0,COc1ccc(Br)cc1S(=O)(=O)NC1CCCC1
-7,Cc1ccc2c(CN3CCN(c4ccc(Cl)cc4)CC3)cc(=O)oc2c1
-1,O=C1CCC(=O)N1c1ccc(-c2nc3scc(-c4ccccc4)c3c(=O)o2)cc1
-7,COc1ccc(-c2ccc3c(N)c(C(=O)Nc4ccc(C(C)=O)cc4)sc3n2)cc1
-2,CCC(=O)N1c2ccccc2N=C2CC(C)(C)CC(=O)C2C1c1ccc(OC)cc1OC (stereo not given)
9,CC(=O)Nc1ccc(S(=O)(=O)N2CCN(C(=O)N3CCCCC3)CC2)cc1
12,COc1ccccc1N1CCN(C(=O)C(CCSC)NS(=O)(=O)c2ccc3c(c2)oc(=O)n3C)CC1 (stereo not given)
-6,Cc1ccccc1C(=O)NC1(C(F)(F)F)C(=O)N=C2C1C(=O)NC(=O)N2c1ccc(F)cc1 (stereo not given)

An excerpt of these results, as tab-separated lines:
canonical_smiles	ROC1-CUL1 inh
Cc1ccc(NC(=O)CCSc2nc(-c3ccc4c(c3)OCO4)cc(C(F)(F)F)n2)c(C)c1	2
CCCCCCCn1c(Oc2ccccc2Cl)nc2c1c(=O)n(C)c(=O)n2C	-1
O=C(Nc1cccc(O)c1)c1cc(-c2ccccc2)on1	0
O=C1C(=O)N(CCCN2CCOCC2)C(c2cccs2)C1C(=O)c1cc2ccccc2o1 (stereo not given)	5
O=c1[nH]c(-c2ccncc2)nc2sc3c(c12)CCCC3	8
O=C1CC(=Nc2cccc3cc(S(=O)(=O)O)ccc23)c2ccccc2C1=O	80*
CC(=O)c1cccc(NC(=O)CN2C(=O)c3ccccc3Sc3ncccc32)c1	5
COc1ccc(C(=O)CC(=O)c2ccc(F)cc2)cc1	3
COc1ccc(Br)cc1S(=O)(=O)NC1CCCC1	0
Cc1ccc2c(CN3CCN(c4ccc(Cl)cc4)CC3)cc(=O)oc2c1	-7
O=C1CCC(=O)N1c1ccc(-c2nc3scc(-c4ccccc4)c3c(=O)o2)cc1	-1
COc1ccc(-c2ccc3c(N)c(C(=O)Nc4ccc(C(C)=O)cc4)sc3n2)cc1	-7
CCC(=O)N1c2ccccc2N=C2CC(C)(C)CC(=O)C2C1c1ccc(OC)cc1OC (stereo not given)	-2
CC(=O)Nc1ccc(S(=O)(=O)N2CCN(C(=O)N3CCCCC3)CC2)cc1	9
COc1ccccc1N1CCN(C(=O)C(CCSC)NS(=O)(=O)c2ccc3c(c2)oc(=O)n3C)CC1 (stereo not given)	12
Cc1ccccc1C(=O)NC1(C(F)(F)F)C(=O)N=C2C1C(=O)NC(=O)N2c1ccc(F)cc1 (stereo not given)	-6

Additional records follow.
ROC1-CUL1 inh,Molecule
-2,Cc1cccc(NC(=O)OCCN(CCOC(=O)Nc2cccc(C)c2C)C(=O)C2C(C=C(Cl)Cl)C2(C)C)c1C (stereo not given)
0,CC(NC(=O)C1(c2ccccc2)CCCC1)C1COc2ccccc2O1 (stereo not given)
0,COc1ccc(C(=O)NNC(=O)c2cccs2)cc1
2,O=C(O)c1ccccc1N(c1ccccc1)c1ccccc1
-3,COc1cccc(Nc2nc3ccc(C)cc3nc2-n2nc(C)cc2C)c1
4,CCOC(=O)C1CCCc2c1[nH]c1c(C(=O)N(C(=O)NC3CCCCC3)C3CCCCC3)cccc21 (stereo not given)
-5,C=CCOc1ccccc1CNc1ncn[nH]1
13,O=C(O)c1cc(NCc2cccs2)ccc1Cl
-3,CCOC(=O)c1c(NC(=O)c2ccc(Cl)cc2[N+](=O)[O-])sc2c1CCC(C(C)(C)C)C2 (stereo not given)
7,CCCCCc1c(C)nc(SCCC(C)C)[nH]c1=O
0,C(=C\c1ccsc1)/c1ccccc1
7,Cc1ccccc1N1C(S)=C(C#N)C(=O)NC1c1ccc(Cl)cc1 (stereo not given)
-10,COC(=O)c1scc(-c2ccc(C)cc2)c1S(=O)(=O)Nc1c(C)cc(C)cc1C
5,C/C=C/Cn1c(=O)c2c(nc3n2CC(C)=NN3C(C)C)n(C)c1=O
12,CN(c1ccccc1)S(=O)(=O)c1ccccc1[N+](=O)[O-]
0,CSc1cccc(Nc2cc(C(=O)NCCc3ccc(Cl)cc3)c3ccccc3n2)c1
4,CCOc1cccc(C(=O)NC(=S)Nc2ccccc2Cl)c1
3,Cc1ccc(-c2nc3cc(C(C)C)ccc3o2)cc1NC(=O)c1cc2ccccc2o1
-2,CCSc1ncc(Cl)c(C(=O)Nc2nnc(CC)s2)n1
-3,Cc1c(C(=O)OC(C)C)sc(NC(=O)C2c3ccccc3Oc3ccccc32)c1C(=O)OC(C)C
-3,Cc1ccc2oc(-c3cccc(N=Cc4ccc5c(c4)OCO5)c3)nc2c1
-3,Nc1ccc(Cl)cc1-n1nc(-c2ccccc2)c2ccccc2c1=O
1,CC(C)(C)c1cc(C(=O)N/N=C/c2ccc(O)cc2O)n[nH]1
-9,CCOC(=O)c1cc(-c2ccccc2)n(-c2cccc(C(=O)N(C)c3ccc(C)cc3)c2)c1C
8,CCCNC(=O)C1CCCN(S(=O)(=O)CC)C1 (stereo not given)
-2,CCOC(=O)c1c(NC(=O)c2ccc(OC)cc2)sc2c1CCCCC2
-9,Cc1ccc(NC(=O)CSc2nc3ccc(NC(=O)c4ccco4)cc3s2)cc1
-3,CC1CCN(c2nc3ccccc3nc2Cl)CC1
10,CCOC(=O)c1c(-c2ccccc2)oc2ccc(OCc3cccc(Br)c3)cc12
-2,COc1ccc(S(=O)(=O)NCc2ccc(C(=O)NCc3ccccc3)cc2)cc1
0,COc1cc(C2NC(=O)c3c(sc4c3CCCC4)N2)cc(I)c1OC (stereo not given)
6,CCCc1cc(C(=O)N2CCC3(CC2)c2ccccc2[C@@H](NC(=O)c2ccccn2)[C@@H]3OC)n(C)n1
-7,COc1cccc(NC(=O)CC2Oc3ccccc3NC2=O)c1 (stereo not given)
-2,COc1ccc2c(c1)SC(c1ccc3c(c1)OCO3)CCN2Cc1ccc2ncccc2c1 (stereo not given)
-4,CCOC(=O)N1CCc2c(sc(NCc3sccc3C)c2C(=O)Nc2cc(OC)ccc2OC)C1
-4,COc1ccc(NC(=O)Cn2c(=O)n(-c3cccc(C(F)(F)F)c3)c(=O)c3sccc32)cc1
-9,CCCn1c(=O)c2c(nc3n(Cc4ccccc4)c(C)c(C)n23)n(C)c1=O
-1,Cn1c(SCCC#N)nnc1-c1cccc(Cl)c1
3,COc1cc(NC(=O)Cn2cnc(S(=O)(=O)N3CCCC3)c2)cc(OC)c1OC
-3,O=C(CCN1CCCCO1)N1CCC2(CCCN(Cc3ccc(F)cc3)C2)C1 (stereo not given)
1,COc1ccc(N2CCN(c3oc(COc4cccc(Cl)c4)nc3C#N)CC2)cc1
9,CCSc1nc(CC(=O)NCCc2cc(=O)[nH]c(C)n2)cs1
3,CCc1ccc(CN2CCC(N3CCC(C(=O)NCCc4ccccc4)CC3)CC2)o1
-5,O=C(NNC(=O)c1cccc(Cl)c1)c1ccc(-c2ccccc2)cc1
4,Cc1cccc(C(=O)NC(C)c2nnc(SCC(=O)Nc3c(C)cc(C)cc3C)n2C)c1 (stereo not given)
3,CC(=O)NCCNC(=O)C1CCN(C2CCN(Cc3ccccc3C)CC2)CC1
0,Cn1c(=O)c2c(nc3n2CCCN3C2CCC(O)CC2)n(C)c1=O (stereo not given)
2,CN(C1=C(Cl)C(=O)N(c2ccccc2Cl)C1=O)C1CCCCC1
-8,Cc1cc(C)cc(NC(=O)C(Cc2ccccc2)NS(=O)(=O)c2ccc3c(c2)c(=O)n(C)c(=O)n3C)c1 (stereo not given)
4,COC1CCN(C(=O)c2coc(COc3cccc(C(F)(F)F)c3)n2)CC1

The results go on.
ROC1-CUL1 inh,Molecule
-5,CCN(CC)c1ccc(NC(=O)c2sc3nc(-c4ccccc4)cn3c2C)cc1
9,O=C(CN1C(=O)S/C(=C/c2ccccc2Cl)C1=O)N1CCOCC1
3,OCCN(CCO)Cc1csc2ccccc12
2,Cc1ccc(NC(=O)CN2CCCc3ccccc32)cc1
0,O=C(CSc1nc(-c2cccs2)nc2cc(=O)[nH]n12)Nc1cccc(C(F)(F)F)c1
-9,Brc1cccc(/C=N/Nc2nnc(-c3ccccc3)c(-c3ccccc3)n2)c1
102*,COc1ccc(C(=O)c2coc3c2C(=O)C(=O)C(Br)=C3)cc1
3,CC(C)(C)C1=C(Cl)C(=O)C(c2ccccc2)C(=O)N1c1ccccc1 (stereo not given)
-2,CCN(CC)c1ccc(/C=N/NC(=O)CSc2nc3ccccc3n2Cc2ccccc2)c(O)c1
-8,COC(=O)CC1=NN(c2nc3ccccc3s2)C(=O)C1C=Nc1ccc(C)cc1 (stereo not given)
-8,CCn1ncc(CN2CCCC2C(=O)Nc2ccc(-c3cscn3)cc2)c1C (stereo not given)
-6,COc1ccc(C(=O)Oc2ccc(C)nc2)cc1
-3,CC1CCN(S(=O)(=O)c2cc3c4c(c2)C(C)C(=O)N4CCC3)CC1 (stereo not given)
-2,Cc1ccc(Sc2c(C)nn(C(=O)COc3ccc(F)cc3)c2C)cc1
-3,CN(C)c1ccc(C(O)c2cccs2)cc1 (stereo not given)
104*,O=C1C(Cl)=C(N2CCN(Cc3ccccc3)CC2)C(=O)c2ccccc21
16,CC1=NN(c2nc(-c3ccccc3)cs2)C(=O)C1N=Nc1ccccc1C (stereo not given)
-2,COCc1ccc(C(=O)Nc2ccc(-c3nc(CNC(=O)C4=C(C)OCCO4)c(C)o3)cc2)o1
6,CCOc1ccc2c(c1)-c1c(sn(-c3ccccc3OC)c1=S)C(C)(C)N2
0,CCOc1ccc(S(=O)(=O)c2cn(Cc3ccccc3C)c3ccc(OC)cc3c2=O)cc1
6,CCOC(=O)c1nnsc1Nc1ccccc1
16,CCOC(c1ccccc1)c1ccc2c(c1)CN(C(=O)CSc1ccncc1)CCO2 (stereo not given)
3,Cc1ccc(Nc2nc(N)nc(CSc3nnc(C)s3)n2)cc1
0,CCn1ccc(C(=O)N2CCN(c3cccc(Cl)c3)CC2)n1
-5,Cc1nc(N2CCCCCCC2)ncc1C(C)NC(=O)c1ccc(=O)n(C)n1 (stereo not given)
4,Cc1cc(OCC(=O)O)ccc1S(C)(=O)=O
-4,Cc1cc(-c2ccc(C)c(S(=O)(=O)Nc3ccccc3C(F)(F)F)c2)on1
